Screening results deposited in PubChem by several laboratories.
DNMT1 inh = human DNMT1 methyltransferase inhibitors, primary screen, biochemical, molecular beacon, fluorescence, HinP1I cleavage, uHTS. 360,000 compounds, 0.83% hits. DNA (cytosine-5)-methyltransferase 1 (Homo sapiens), P26358. inhibition (reported as % activation of signal), % at 10 µM; in the data active = inhibition above about 50%
NadD block = inhibitors of S. aureus NadD, primary screen, biochemical, colorimetric, uHTS; Nicotinate-nucleotide adenylyltransferase NadD (Staphylococcus aureus N315); purified NadD enzyme, colorimetric absorbance read-out; inhibition, % at 20 µM; 360,000 compounds, 0.78% hits; AID 602399, 2012; in the data active = inhibition above about 26%; also: some compounds past the cut are filed as inactive
MLLE-PAM2 inh = inhibitors of PABP1 MLLE–PAM2 peptide binding, primary screen, biochemical, fluorescence polarization, FITC-PAM2, GST-MLLE; 360,000 compounds, 0.36% hits; AID 588489, 2011; inhibition, % at 20 µM; Polyadenylate-binding protein 1 (Homo sapiens), P11940; in the data active = inhibition above about 35%, passing the limit was not always enough;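 also: plate controls were DMSO wells with GST-MLLE for no effect and wells lacking GST-MLLE protein for full effect; some results filed as inactive read as strong as hits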
CSN deneddyl inh = inhibitors of CSN-mediated cullin deneddylation, primary screen, biochemical, fluorescence polarization, uHTS. Purified CSN, SCF-Nedd8-OG deneddylation. inhibition, % at 12.5 µM. 360,000 compounds, 0.38% hits;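 active = pattern-corrected inhibition above about 35%, with an unprinted fluorescence ratio check between 0.5 and 1.5, limit read from the data, passing the limit was not always enough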;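 also: 0% = enzyme with substrate and 100% = substrate without enzyme; some results filed as inactive read as strong as hits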
Target sequence (Q92905 whole entry, looked up, one chain of several): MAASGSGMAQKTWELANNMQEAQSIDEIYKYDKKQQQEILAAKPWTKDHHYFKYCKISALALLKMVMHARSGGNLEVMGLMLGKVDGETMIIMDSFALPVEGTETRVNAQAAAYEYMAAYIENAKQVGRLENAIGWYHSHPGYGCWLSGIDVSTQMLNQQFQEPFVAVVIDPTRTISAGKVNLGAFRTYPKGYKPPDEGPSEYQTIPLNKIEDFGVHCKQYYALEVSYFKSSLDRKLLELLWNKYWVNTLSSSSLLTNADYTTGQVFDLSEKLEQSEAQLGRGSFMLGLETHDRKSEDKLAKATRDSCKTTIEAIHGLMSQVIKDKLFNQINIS
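Schedule: reaction 90 min, room temperature / Assay system: HEK293T-derived human Csn5 enzyme / Input: Csn5 at 0.24 nM final / Measure: inhibition of Csn5 cleavage, % / Control set: substrate-only high control, full reaction low control / Technique: fluorescence polarization of the substrate / Buffer or medium: Tris/NaCl/DTT buffer, pH 7.5 / Reagent: SCFSkp2-Nedd8OG substrate at 10 nM final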
Rpn11 block = Rpn11 (PSMD14) deubiquitinase inhibitors, primary screen, biochemical, fluorescence polarization, uHTS; human 26S proteasome, Ub4-pepOG fluorescence polarization; 20S core pre-blocked with epoxomicin; calls only at 20 µM; 360,000 compounds, 0.59% hits; AID 588493, 2011;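 active = inhibition at 20 µM, scaled to each plate's controls, above about 33%, limit read from the data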
STEP block = STEP phosphatase inhibitors, primary screen, biochemical, fluorescence intensity, uHTS. inhibition, % at 20 µM. AID 588621, 2011. Tyrosine-protein phosphatase non-receptor type 5 (Homo sapiens), P54829. recombinant STEP, OMFP fluorogenic substrate. 360,000 compounds, 0.25% hits;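 active = inhibition at 20 µM, scaled per plate between control wells, above about 37%, limit read from the data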;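 also: 0% = DMSO with enzyme and substrate and 100% = substrate only without enzyme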
Target sequence (P54829 whole entry, looked up): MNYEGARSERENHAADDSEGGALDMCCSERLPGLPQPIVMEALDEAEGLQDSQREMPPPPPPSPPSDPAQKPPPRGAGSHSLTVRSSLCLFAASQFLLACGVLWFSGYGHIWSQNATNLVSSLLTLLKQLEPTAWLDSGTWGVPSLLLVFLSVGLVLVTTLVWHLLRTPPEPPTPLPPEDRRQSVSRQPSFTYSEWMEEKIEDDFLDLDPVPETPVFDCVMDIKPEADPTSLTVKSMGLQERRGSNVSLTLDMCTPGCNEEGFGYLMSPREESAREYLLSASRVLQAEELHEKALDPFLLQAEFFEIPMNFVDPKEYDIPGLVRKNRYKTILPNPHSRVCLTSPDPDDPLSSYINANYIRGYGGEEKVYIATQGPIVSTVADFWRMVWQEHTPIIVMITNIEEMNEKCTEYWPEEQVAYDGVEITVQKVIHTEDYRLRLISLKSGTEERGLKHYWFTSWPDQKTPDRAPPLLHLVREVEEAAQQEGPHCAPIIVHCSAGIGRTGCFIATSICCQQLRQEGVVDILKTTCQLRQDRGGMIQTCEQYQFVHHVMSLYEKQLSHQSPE
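System: STEP phosphatase, cell-free reaction; Buffer or medium: Bis-Tris pH 6.0 buffer with DTT, detergent; Incubation: 20 min at room temperature, dark; Measured by: fluorescence, 480/540 nm.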
Scp-1 inhibitor = Scp-1 phosphatase inhibitors, primary screen, biochemical, colorimetric, uHTS; Carboxy-terminal domain RNA polymerase II polypeptide A small phosphatase 1 (Homo …; Recombinant Scp1, phosphopeptide, malachite green phosphate absorbance; inhibition, % at 20 µM; 340,000 compounds, 0.88% hits;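 active = inhibition above about 50% at 20 µM, limit read from the data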;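 also: plate controls were DMSO wells with enzyme for no effect and wells lacking enzyme for full effect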
Target sequence (Q9GZU7 76-261 limits assumed): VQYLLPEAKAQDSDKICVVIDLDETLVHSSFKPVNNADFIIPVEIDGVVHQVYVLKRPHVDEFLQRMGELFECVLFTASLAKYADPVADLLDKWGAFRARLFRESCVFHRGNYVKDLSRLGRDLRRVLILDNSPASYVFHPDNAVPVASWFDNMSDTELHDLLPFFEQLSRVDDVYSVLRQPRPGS
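Incubation: 45 min enzyme reaction at room temperature / System: truncated SCP-1 phosphatase (76-261aa) / Reagent: Phospho 17-mer peptide substrate / Buffer or medium: Acidic Tris acetate buffer with magnesium and detergent / Signal: absorbance at 630 nm / Doses: one concentration, 20 µM, with 1.0% DMSO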
SUMO1 PPI mod = modulators of SUMO1 protein-protein interactions, primary screen, biochemical, uHTS. Small ubiquitin-related modifier 1 (Homo sapiens), P63165. SUMO1 binding to a labelled peptide, TR-FRET, 1 h. inhibition, % at 20 µM. 360,000 compounds, 0.33% hits. AID 602429, 2012; in the data active = inhibition above about 37%
Tb MetRS inh = T. brucei MetRS inhibitors, primary screen, biochemical, luminescence; methionyl-tRNA synthetase (Trypanosoma brucei brucei); purified T. brucei MetRS, ATP depletion, Kinase-Glo luminescence; inhibition, % at 11.9 µM; 360,000 compounds, 0.4% hits; AID 624268, 2012;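 active = inhibition above a per-plate cutoff of the control wells' mean inhibition plus 3 SD, cut at about 5.5% in these data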;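 also: 0% = DMSO wells median and 100% = median of wells with control inhibitor compound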
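Material: T. brucei methionyl-tRNA synthetase, purified; reagent: substrates ATP, L-methionine and bulk Escherichia coli tRNA; dosing: 11.9 µM single point; timing: 15 min plus 2 h at 25 °C; detection: luminescence of leftover ATP; evaluation: % inhibition; control set: DMSO-only wells as low control; replicates: singlicate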
LMPTP block = LMPTP phosphatase inhibitors, primary screen, biochemical, fluorescence intensity, uHTS. Low molecular weight phosphotyrosine protein phosphatase (Homo sapiens), P24666. recombinant LMPTP-A, OMFP fluorogenic substrate. inhibition, % at 20 µM. 360,000 compounds, 0.22% hits. AID 651560, 2012;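 active = compounds that cut the enzyme signal by at least half of the control window in the single-dose screen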;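 also: plate controls were DMSO wells with enzyme plus substrate for no effect and substrate without enzyme for full effect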
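Test system: LMPTP-A, protein tyrosine phosphatase of low molecular weight; Input: 0.625 nM enzyme; Incubation: 50 min dark incubation at room temperature; Signal: endpoint fluorescence intensity from OMFP dephosphorylation; Read-out basis: % inhibition versus control wells.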
* marks the source's active call; other numbers are inactive results; i = inactive; nt = not tested or not shown. Compounds as they come. About 3.6% of those tested had a hit in this group.

NadD block	MLLE-PAM2 inh	Scp-1 inhibitor	LMPTP block	CSN deneddyl inh	DNMT1 inh	STEP block	Rpn11 block	Tb MetRS inh	SUMO1 PPI mod	smiles
4	-58	-4	-0.1	5	-1	1	i	0.2	-6	CC(C)(C)C1CCC(=NNC(=S)Nc2cccnc2)CC1 (centres undefined)
1	1	-7	0.3	0	1	-8	i	-0.5	-1	CCOC(=O)Nc1ccc(C(=O)NCC2CCCO2)cc1 (centres undefined)
3	14	-5	1.5	0	0	0	i	-1.2	3	O=C(NCCC(c1ccccc1)c1ccccc1)c1ccc(Br)o1
4	-8	-5	-1.1	-1	-2	-4	i	-0.2	-4	CC(=O)/C(=N\Nc1ccccc1)Sc1nncn1C
6	7	7	-0.8	3	4	-2	i	2.4	-2	C=C(C)CCC1(C)NC(=O)N(c2ccccc2)N1 (centres undefined)
3	14	-2	-5.6	-2	2	-2	i	-0.4	-3	COc1ccc(Nc2nc(=O)[nH]nc2C)cc1
-4	12	-1	-0.4	1	2	-2	i	1.3	-5	CCc1ccc(C2=CSC3=NCCN23)cc1
-1	-18	45	-0.6	2	2	-5	i	-1.2	-17	COc1ccc(-c2cc(C(=O)NCCN3CCOCC3)c3ccccc3n2)cc1
-5	-9	2	0.0	-1	-1	4	i	-0.4	1	CNCC(O)COc1cccc(OC)c1 (centres undefined)
-4	-2	-3	-1.7	-3	-4	1	i	-0.2	3	Cc1ccnc2nc(C(=O)Nc3nnc(-c4ccccc4)o3)nn12
16	-17	-5	0.7	5	1	1	i	-0.3	1	Cc1ccc(NC(=S)N2CCOCC2)c(C)c1
-6	12	-2	1.4	-2	0	-1	i	-1.2	-1	C/C(=N\Nc1nc(C)cc(-c2ccccc2)n1)c1cccc(N)c1
-6	3	-11	0.6	-1	-1	1	i	0.5	-5	O=C(CCC1CCCN(C(=O)c2ccsc2)C1)N1CCN(c2ccccn2)CC1 (centres undefined)
-1	0	-4	0.6	-1	-2	0	i	-1.6	-1	CSc1ccccc1NS(=O)(=O)c1ccccc1
54*	-6	89*	61*	22	-12	98*	i	0.6	6	O=C(N/N=C/c1cc(Br)cc([N+](=O)[O-])c1O)c1ccc(NC(=O)c2ccc(F)cc2)cc1
-1	2	-3	-1.8	2	5	-3	i	-0.5	-1	CN(Cc1ccccc1)C(=O)CN(C1CCCCC1)S(C)(=O)=O
-2	5	-7	2.5	-1	-5	-1	i	0.2	-1	Cc1cc(Cl)ccc1OCC(=O)Nc1nc(-c2cccs2)cs1
-2	8	-5	-0.8	-6	0	1	i	0.2	-9	Cc1nc2sc(C(c3cccs3)N3CCOCC3)c(O)n2n1 (centres undefined)
-11	12	3	-1.7	11	7	-4	i	-0.2	-1	CCCCN(C(=O)c1c(C)noc1C)c1c(N)n(CCC)c(=O)[nH]c1=O
-1	0	3	-0.6	4	-1	0	i	0.1	1	CCCCS(=O)CC(COC)OC(=O)c1ccccc1 (centres undefined)

Complete entries, looked up by structure. Values in the order: NadD block | MLLE-PAM2 inh | Scp-1 inhibitor | LMPTP block | CSN deneddyl inh | DNMT1 inh | STEP block | Rpn11 block | Tb MetRS inh | SUMO1 PPI mod
CSc1ccccc1NS(=O)(=O)c1ccccc1 in the list: -1 | 0 | -4 | 0.6 | -1 | -2 | 0 | i | -1.6 | -1
CCCCN(C(=O)c1c(C)noc1C)c1c(N)n(CCC)c(=O)[nH]c1=O in the list: -11 | 12 | 3 | -1.7 | 11 | 7 | -4 | i | -0.2 | -1

The listing picks up; the three compounds before the break are reprinted first.
NadD block	MLLE-PAM2 inh	Scp-1 inhibitor	LMPTP block	CSN deneddyl inh	DNMT1 inh	STEP block	Rpn11 block	Tb MetRS inh	SUMO1 PPI mod	smiles
-2	8	-5	-0.8	-6	0	1	i	0.2	-9	Cc1nc2sc(C(c3cccs3)N3CCOCC3)c(O)n2n1 (centres undefined)
-11	12	3	-1.7	11	7	-4	i	-0.2	-1	CCCCN(C(=O)c1c(C)noc1C)c1c(N)n(CCC)c(=O)[nH]c1=O
-1	0	3	-0.6	4	-1	0	i	0.1	1	CCCCS(=O)CC(COC)OC(=O)c1ccccc1 (centres undefined)
-7	8	-5	0.5	-2	-4	1	i	-0.4	0	COc1ccc(C)cc1NC(=O)c1nn(C)c(C(=O)Nc2cc(C)ccc2OC)c1[N+](=O)[O-]
-7	8	-6	0.7	-4	-3	-2	i	-0.9	22	O=C(c1ccccc1Cl)N(Cc1ccc(Cl)c(Cl)c1)N1C(=O)CCCC1=O
3	5	-2	-0.2	-4	0	1	i	-0.3	1	Cc1nn(C)c(C)c1S(=O)(=O)N1CCCC(C(=O)NCCc2ccc(Cl)cc2)C1 (centres undefined)
-7	8	-8	0.8	-5	0	-6	i	-0.8	1	CC(C)(C)C(=O)Nc1cc(S(=O)(=O)Nc2ccc(Cl)cc2)ccc1O
1	-7	-4	-1.1	3	-3	1	i	0.1	1	COc1ccc(C)cc1NC(=O)COCC(=O)O
-3	0	-4	-1.4	6	-5	-1	i	0.0	3	CC1CC2(C)Oc3ccccc3C3OCC1(CO)C(C)C32 (centres undefined)
-5	-9	-6	-2.1	-2	1	2	i	-0.3	0	CC(=O)Nc1ccc(NS(=O)(=O)Cc2ccccc2)cc1
-3	4	3	-0.3	1	1	0	i	0.0	2	COc1ccc(C2(NC(C)=O)CCN(C(=O)c3ccco3)CC2)cc1
-4	3	-5	0.7	0	3	0	i	0.2	6	Cc1ccc(NC(=O)CCn2c(=O)c3cccn3c3ccccc32)c(C)c1
6	-29	0	-1.6	3	-1	1	i	0.1	-1	O=C1CSC(=Nc2cccc(Cl)c2Cl)N1
-4	-6	-6	0.5	-2	1	3	i	-1.7	3	Cc1ccccc1-n1c(=O)c2ccccc2n2c(=O)[nH]nc12
0	11	-4	-0.5	-3	1	3	i	-0.2	-1	Cc1ccnc(NC(=O)CCN2C(=O)c3ccccc3S2(=O)=O)n1
-6	10	9	-1.2	3	0	-5	i	-0.3	3	O=C(Nc1ccc(S(=O)(=O)Nc2ncccn2)cc1)C(F)(F)F
6	-11	-9	0.3	0	22	-2	i	-0.2	3	O=C(CCS(=O)(=O)c1ccccc1)Nc1ccc(-c2nc3ccccc3s2)c(O)c1
-7	-4	-5	-1.4	2	-1	1	i	-1.0	2	CCCOc1ccc(C(O)C(CN2CCOCC2)c2ccccc2)cc1 (centres undefined)
-7	nt	nt	-0.3	0	nt	nt	nt	0.1	-2	CCCCn1nnnc1C(c1cc2ccccc2o1)N1CCCC1 (centres undefined)
1	-3	4	-1.7	-2	5	1	i	-0.2	-22	O=C(N/C(=C\c1cccc([N+](=O)[O-])c1)C(=O)N1CCOCC1)c1cccc(Br)c1
3	4	-4	-1.5	-1	6	-2	i	-0.2	-3	CC(=O)Nc1ccc(NC(=O)CSc2ncnc3c2cnn3Cc2ccccc2)cc1
0	3	0	0.9	-6	2	-1	i	-0.7	2	Cc1ccc(C)c(OCC(=O)Nc2ccc(S(=O)(=O)Nc3ccccn3)cc2)c1C
0	5	-3	0.0	0	-1	-2	i	-0.4	-6	O=C(CSc1nnc(CNC(=O)c2ccco2)o1)Nc1cccc(F)c1
-1	-13	-3	-0.8	3	-1	4	i	3.1	3	N#Cc1ccc(NC(=O)CNc2cc(S(=O)(=O)N3CCOCC3)ccc2NCC2CCCO2)cc1 (centres undefined)
-11	8	4	0.3	0	6	-2	i	-1.5	-1	C=CCN1C(=O)C(Cc2ccc(C)cc2)S/C1=N/N=C/c1ccco1 (centres undefined)
-1	1	nt	-0.7	5	-5	-1	i	-0.2	7	Cc1noc(C)c1-c1ccc(C(=O)NCc2ccccc2)c2occc12
0	-10	-2	0.8	1	-3	0	i	-0.5	-24	O=C(c1ccccc1Br)N1CCN(c2ccc([N+](=O)[O-])c(N3CCOCC3)c2)CC1
3	-12	-4	2.4	-1	1	-1	i	-0.2	1	CCc1ccccc1NC(=S)NCCSc1ccc(Cl)cc1
26	-53	1	1.2	17	-5	-4	nt	-1.0	-3	O=C(/C=C/c1ccc2ccccc2n1)c1cc(Br)ccc1O
-2	7	9	-0.8	-6	-3	2	i	-0.7	-3	CC(C)Cc1nnc(NC(=O)CCC(=O)Nc2ccccc2F)s1
-2	4	-6	4.0	0	-3	-4	i	0.1	-3	C=C(C)COc1ccc(-c2[nH]ncc2-c2ccccc2)c(O)c1
4	-11	-8	1.2	2	27	3	i	-0.2	6	NC(=O)CC(NC(=O)Cc1cccc2ccccc12)c1ccc(N2CCN(c3ccccc3)CC2)c([N+](=O)[O-])c1 (centres undefined)
2	-3	9	-0.7	9	-1	-4	i	0.0	1	CCCC(=O)OCC(=O)NC1CCCc2ccccc21 (centres undefined)
0	-6	0	-0.3	6	-3	-6	i	-0.1	6	CCO[C@@H]1OC(C(=O)NC2CC2)=C[C@H](c2c[nH]c3ccccc23)[C@H]1CCCO
3	-3	-1	-1.2	2	0	-3	i	-0.8	3	Nc1ccc(CCNc2ncnc3c2ncn3[C@@H]2O[C@H](CO)[C@@H](O)[C@H]2O)cc1
7	9	-5	-1.3	-4	-12	5	i	-0.2	1	Cc1nc(CNC(=O)CC2C(=O)NCCN2Cc2cccc(Oc3ccccc3)c2)cs1 (centres undefined)
0	2	-5	0.3	1	5	0	i	-0.2	2	CC1(C)CC(=O)C2=C(C1)OC(N)=C(C#N)C2c1cccc(OC(=O)c2ccco2)c1 (centres undefined)
-3	9	-5	0.6	-4	1	-2	i	-0.3	4	COc1ccc(C(=O)N(C)Cc2ccccn2)cc1OC1CCN(C(C)C)CC1
